Compound activity as filed in PubChem.
IL1B secr inh – qHTS for Inhibitors of Inflammasome Signaling: IL-1-beta AlphaLISA Primary Screen; activity change, % at 57.5 µM; AID 743279, 2014; THP-1 LPS/ATP IL-1B secretion, AlphaLISA, 16 h; active compounds read low; 360,000 tested, 4.7% active; in the data active = activity change below about -50%; inconclusive = mostly about -30% to -49%; note: % is set by controls: 0 for no effect and ±100 for the full control effect
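Secreted IL-1B measured by AlphaLISA bead assay after 16 h compound exposure of THP-1 cells; compounds (final up to 57.5 uM) added 1 h before LPS (250 ng/mL) and ATP (1.25 mM) stimulation; lower signal means less secretion.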
HT1080NT lethal – qHTS for induction of synthetic lethality in tumor cells producing 2HG: qHTS for the HT-1080-NT fibrosarcoma cell line. HT-1080-NT fibrosarcoma viability, CellTiter-Glo ATP luminescence, 48 h. Potency, µM (titrated, usually from 46.1 µM), for the others: at the highest dose activity, negative = less viability, most hits filed as cytotoxic. 360,000 tested, 1.6% active. AID 686970, 2013;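 note: NT is the 2HG producing partner of a matched IDH1 knockdown line; potency is the fitted concentration of half-maximal effect; 0% = DMSO-treated cells and -100% = media-only wells without cells; nearly all actives have a fitted effect of over 55% in size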
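HT-1080-NT; 750 cells/well; 5% FBS RPMI; 48 h compound, 37 degrees C; CellTiter-Glo luminescence; curve fitting and curve-class assignment.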
ATXN2 expr inh – Primary qHTS for Inhibitors of ATXN expression; Potency, µM (titrated, usually from 57 µM), inactives show top-dose activity change, negative = inhibition, actives largely listed as inhibitors; HEK-293 ATXN2-luciferase reporter, luminescence, 24 h; 360,000 tested, 0.72% active; note: potency is the fitted concentration of half-maximal effect; % is set by controls: 0 for no effect and ±100 for the full control effect; nearly all actives have a fitted effect of over 55% in size
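qHTS (up to 57 uM final) was run with 24 h compound exposure of reporter cells at 37 °C. Each well was multiplexed: SteadyGlo luminescence measured ATXN2-luciferase expression after a fluorogenic Gly-Phe-AFC viability readout (25 uM final).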
KB-3-1 tox – qHTS assay for MDR1-selective chemotherapeutics: Primary screen using the parental adenocarcinoma cell KB-3-1; KB-3-1 viability, CellTiter-Glo ATP luminescence, 72 h; Potency, µM (titrated, usually from 46.1 µM), for the others: top-dose activity change, negative = cytotoxic, actives largely listed as cytotoxic; 400,000 tested, 1.4% active; note: potency is the fitted concentration of half-maximal effect; % is set by controls: 0 for no effect and ±100 for the full control effect; nearly all actives have a fitted effect of over 60% in size
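Luminescent ATP read-out (CellTiter-Glo) measures survival of drug-naive KB-3-1 cells after 72 h compound exposure at 37 °C. Titration series was screened from lowest to highest concentration, with DMSO vehicle plates as background controls.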
HT1080 IDH1KD tx – qHTS for induction of synthetic lethality in tumor cells producing 2HG: qHTS for the HT-1080-IDH1KD cell line; HT-1080 IDH1 knockdown viability, ATP luminescence, 48 h; Potency, µM (titrated, usually from 46.1 µM), without a hit: at the top dose activity, negative = toxicity, actives largely listed as cytotoxic; 360,000 tested, 2% active; AID 686971, 2013;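 note: potency is the fitted concentration of half-maximal effect; 0% = DMSO wells and -100% = cell-free medium wells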
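Knockdown cells (IDH1KD HT-1080) received compounds 2 h after plating at 750 cells/well and were kept 48 h at 37 °C in 5% FBS RPMI. A CellTiter-Glo luminescence read gave % activity for curve fitting.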
KB-V1 cytotox – qHTS assay for MDR1-selective chemotherapeutics: Primary screen using the drug-selected MDR subline cells KB-V1. KB-V1 MDR cells viability, CellTiter-Glo, 72 h. Potency, µM (titrated, usually from 46.1 µM), without a hit: at the top dose activity change, negative = cytotoxicity, most hits filed as cytotoxic. 400,000 tested, 3.4% active. AID 1347076, 2019; note: potency is the fitted concentration of half-maximal effect; % is set by controls: 0 for no effect and ±100 for the full control effect; nearly all actives have a fitted effect of over 60% in size
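KB-V1 MDR subline cells in DMEM (phenol-red free, 10% FBS) exposed to compounds in qHTS concentration series for 72 h at 37 degrees C. Viability read by CellTiter-Glo luminescence; concentration-effect curves fitted after normalization and correction.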
MCF10A rerep – A quantitative high throughput screen for small molecules that induce DNA re-replication in MCF 10a normal breast cells; 350,000 tested, 2.9% active; Potency, µM (highest dose often 46.1 µM), without a hit: at the highest dose activity, positive = re-replication, actives largely listed as activators; MCF 10A DNA re-replication, Hoechst nuclear intensity, 48 h; note: potency is the fitted concentration of half-maximal effect; % of control where 0% means no effect; nearly all actives have a fitted effect of over 50% in size
SW480 rerep – A quantitative high throughput screen for small molecules that induce DNA re-replication in SW480 colon adenocarcinoma cells; Potency, µM (highest dose often 46.1 µM), inactives show at the highest dose re-replication activation, most hits filed as activators; 340,000 tested, 1.8% active; SW480 DNA re-replication, Hoechst DNA content imaging, 48 h; AID 624297, 2012; note: potency is the fitted concentration of half-maximal effect; % of control where 0% means no effect; nearly all actives have a fitted effect of over 55% in size
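Readout is total intensity of Hoechst-stained nuclei, excited at 405 nm and collected at 500-530 nm. Compound treatment lasted 48 hr at 37 C in 5% CO2 before staining.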
WRN inhibitor – qHTS for Inhibitors of WRN Helicase. Potency, µM (series often up to 114 µM), inactives show at the top dose activity change, negative = inhibition, hits mostly inhibitors. 360,000 tested, 0.46% active. Bifunctional 3'-5' exonuclease/ATP-dependent helicase WRN (Homo sapiens), Q14191. WRN helicase unwinding, fluorescent forked duplex, kinetic; note: potency is the fitted concentration of half-maximal effect; % is set by controls: 0 for no effect and ±100 for the full control effect; nearly all actives have a fitted effect of over 55% in size
Target sequence (Q14191 whole entry, looked up): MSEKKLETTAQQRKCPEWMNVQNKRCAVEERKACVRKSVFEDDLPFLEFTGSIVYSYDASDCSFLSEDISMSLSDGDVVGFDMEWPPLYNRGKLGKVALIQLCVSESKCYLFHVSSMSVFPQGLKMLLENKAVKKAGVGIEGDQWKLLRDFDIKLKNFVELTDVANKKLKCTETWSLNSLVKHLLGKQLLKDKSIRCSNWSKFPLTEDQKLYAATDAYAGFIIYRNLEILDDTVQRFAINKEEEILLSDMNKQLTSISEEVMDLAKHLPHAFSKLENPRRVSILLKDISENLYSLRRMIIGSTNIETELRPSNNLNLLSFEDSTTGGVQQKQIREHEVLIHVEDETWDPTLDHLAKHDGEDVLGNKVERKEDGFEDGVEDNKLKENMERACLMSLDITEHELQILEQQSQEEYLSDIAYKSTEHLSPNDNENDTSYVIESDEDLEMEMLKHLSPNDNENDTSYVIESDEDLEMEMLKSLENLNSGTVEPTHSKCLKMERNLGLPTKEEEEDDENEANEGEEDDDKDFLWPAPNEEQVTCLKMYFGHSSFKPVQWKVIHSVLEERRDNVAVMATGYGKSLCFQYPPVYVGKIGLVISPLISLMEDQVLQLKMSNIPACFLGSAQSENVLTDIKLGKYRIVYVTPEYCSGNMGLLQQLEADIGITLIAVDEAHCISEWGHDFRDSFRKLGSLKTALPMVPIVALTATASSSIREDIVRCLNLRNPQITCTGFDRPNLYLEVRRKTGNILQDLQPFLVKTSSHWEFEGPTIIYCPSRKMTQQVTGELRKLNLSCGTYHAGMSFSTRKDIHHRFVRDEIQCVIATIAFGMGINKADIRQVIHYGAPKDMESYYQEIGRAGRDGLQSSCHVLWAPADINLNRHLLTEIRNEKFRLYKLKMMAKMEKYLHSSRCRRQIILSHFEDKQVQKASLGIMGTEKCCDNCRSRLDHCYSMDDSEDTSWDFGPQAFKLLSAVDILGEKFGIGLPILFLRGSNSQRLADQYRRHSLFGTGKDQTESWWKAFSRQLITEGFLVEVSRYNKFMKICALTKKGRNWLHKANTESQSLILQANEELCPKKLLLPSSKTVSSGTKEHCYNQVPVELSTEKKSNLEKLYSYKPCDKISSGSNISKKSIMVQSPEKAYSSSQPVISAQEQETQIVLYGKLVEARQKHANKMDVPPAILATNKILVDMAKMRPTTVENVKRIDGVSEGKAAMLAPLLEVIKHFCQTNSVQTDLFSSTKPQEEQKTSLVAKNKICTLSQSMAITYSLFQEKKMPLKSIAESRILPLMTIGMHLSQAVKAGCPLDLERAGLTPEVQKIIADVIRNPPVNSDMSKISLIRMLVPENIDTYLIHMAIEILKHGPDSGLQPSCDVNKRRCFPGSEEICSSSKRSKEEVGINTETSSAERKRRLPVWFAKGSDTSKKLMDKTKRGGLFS
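Fluorescence dequenching readout, ex 525 nm/em 598 nm, kinetic mode: forked duplex DNA (100 nM final) with adjacent fluorophore and quencher unwound by WRN (20 nM final) with 2 mM ATP. Compound preincubation 15 min, room temperature.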
Active calls of the source: *. Unless noted, calls come from the whole dose curve; as a rule, active = well fitted curve in the direction sought with a large enough effect; inconclusive = small, poorly fitted or top-dose-only effect, or another doubt; inactive = no such curve, though single readings can be large; an effect the other way counts as inactive or inconclusive.

How did CC(C)C[C@H]1CN(CCCC[C@H]2CNC(=O)C(=O)N2CCc2ccccc2)C(=O)C(=O)N1CCc1ccccc1 do in these assays?
IL1B secr inh: -4.5; HT1080NT lethal: 19.7%; ATXN2 expr inh: 9.7%; KB-3-1 tox: 6.7%; HT1080 IDH1KD tx: 14.9%; KB-V1 cytotox: 3.0%; WRN inhibitor: -0.6%

What do the screens show for `O=[N+]([O-])c1ccccc1NCCNc1ncc(C(F)(F)F)cc1Cl`?
IL1B secr inh: -6.3; HT1080NT lethal: 8.6%; ATXN2 expr inh: 18.4%; KB-3-1 tox: 11.1%; HT1080 IDH1KD tx: 6.3%; KB-V1 cytotox: -5.5%; MCF10A rerep: 6.1%; SW480 rerep: -4.2%; WRN inhibitor: -7.2%

What do the screens show for `CC(=O)Oc1ccc2occ(/C=N/c3cc(=O)[nH]c(=S)[nH]3)c(=O)c2c1`?
IL1B secr inh: -5.2; HT1080NT lethal: -7.5%; ATXN2 expr inh: -25.6%; KB-3-1 tox: 2.9%; HT1080 IDH1KD tx: 4.5%; KB-V1 cytotox: -24.3%; MCF10A rerep: 0.7%; SW480 rerep: 16.4%; WRN inhibitor: 20.2%

What do the screens show for `CCC(Sc1ccccn1)C(=O)Nc1cccc([N+](=O)[O-])c1` (stereo unspecified)?
IL1B secr inh: 0.0; HT1080NT lethal: -6.1%; ATXN2 expr inh: inconclusive; KB-3-1 tox: 5.3%; HT1080 IDH1KD tx: -10.9%; KB-V1 cytotox: inconclusive; MCF10A rerep: 9.8%; SW480 rerep: inconclusive; WRN inhibitor: 1.6%

What do the screens show for `CN(C)S(=O)(=O)c1ccc(=S)[nH]c1`?
IL1B secr inh: -1.9; HT1080NT lethal: -1.8%; KB-3-1 tox: -3.2%; HT1080 IDH1KD tx: 2.5%; KB-V1 cytotox: 2.1%; MCF10A rerep: -2.5%; SW480 rerep: -0.2%; WRN inhibitor: -5.1%

Results for Cc1ccc(-n2nnc3c(=O)n(CC(=O)NCC4CCCO4)cnc32)cc1 (stereo unspecified) ?
IL1B secr inh: 0.0; HT1080NT lethal: -4.6%; ATXN2 expr inh: 3.0%; KB-3-1 tox: 1.5%; HT1080 IDH1KD tx: 2.1%; KB-V1 cytotox: -13.6%; MCF10A rerep: -6.6%; SW480 rerep: -3.8%; WRN inhibitor: -0.7%

Results for CC(=O)Nc1cccc(Oc2nc(C(F)(F)F)nc3ccccc23)c1 ?
IL1B secr inh: -15.8; HT1080NT lethal: 0.0%; ATXN2 expr inh: 1.7%; KB-3-1 tox: 6.6%; HT1080 IDH1KD tx: -4.2%; KB-V1 cytotox: -26.7%; MCF10A rerep: 28.6%; SW480 rerep: -0.8%; WRN inhibitor: 5.2%

What do the screens show for `CC1(C)CC(NC(=O)Cc2ccc(Cl)cc2)CC(C)(C)N1`?
IL1B secr inh: -10.9; HT1080NT lethal: 13.1%; ATXN2 expr inh: 4.0%; KB-3-1 tox: -0.5%; HT1080 IDH1KD tx: 4.3%; KB-V1 cytotox: 0.5%; MCF10A rerep: 8.1%; SW480 rerep: -1.5%; WRN inhibitor: -31.3%

How did O=C(c1ccc(OC2CCN(C/C=C/c3ccccc3)CC2)cc1)N1CCCCC1 do in these assays?
IL1B secr inh: inconclusive; HT1080NT lethal: -21.3%; ATXN2 expr inh: -18.9%; HT1080 IDH1KD tx: -5.8%; MCF10A rerep: -3.9%; SW480 rerep: 3.6%; WRN inhibitor: -13.6%

Results for Cn1c(NCCCN2CCOCC2)nc2c1c(=O)n(Cc1ccc(Cl)cc1Cl)c(=O)n2C ?
IL1B secr inh: 11.4; HT1080NT lethal: -14.0%; ATXN2 expr inh: -24.4%; KB-3-1 tox: -5.1%; HT1080 IDH1KD tx: -29.5%; KB-V1 cytotox: -19.2%; MCF10A rerep: 0.6%; SW480 rerep: 0.8%; WRN inhibitor: -6.4%

Results for COc1ccc(Cc2nnc(SCC(=O)N3CCCCC3)o2)cc1 ?
IL1B secr inh: -21.2; HT1080NT lethal: -4.2%; KB-3-1 tox: inconclusive; HT1080 IDH1KD tx: -20.6%; KB-V1 cytotox: -27.1%; MCF10A rerep: -3.0%; SW480 rerep: inconclusive; WRN inhibitor: 7.7%

How did CCOc1ccc(C(NC(=O)/C=C/c2ccco2)c2ccc(OC)c(OC)c2)cc1 (stereo unspecified) do in these assays?
IL1B secr inh: inconclusive; HT1080NT lethal: 2.8%; ATXN2 expr inh: -18.3%; KB-3-1 tox: 4.4%; HT1080 IDH1KD tx: 0.5%; KB-V1 cytotox: 8.7%; MCF10A rerep: inconclusive; SW480 rerep: -6.2%; WRN inhibitor: -16.5%

How did Cc1ccc(C(=O)N2N=C(c3ccccc3O)CC2c2ccccc2)cc1 (stereo unspecified) do in these assays?
IL1B secr inh: 1.5; HT1080NT lethal: 10.1%; ATXN2 expr inh: 1.6%; KB-3-1 tox: 9.5%; HT1080 IDH1KD tx: 12.2%; KB-V1 cytotox: 9.9%; MCF10A rerep: 1.9%; SW480 rerep: 2.8%; WRN inhibitor: 1.4%

How did O=C(O)c1cccc(NC(=O)c2cc(S(=O)(=O)N3CCOCC3)cs2)c1 do in these assays?
IL1B secr inh: -6.7; HT1080NT lethal: -4.7%; ATXN2 expr inh: -4.4%; KB-3-1 tox: -0.2%; HT1080 IDH1KD tx: 18.0%; KB-V1 cytotox: 3.2%; MCF10A rerep: 19.5%; SW480 rerep: 16.7%; WRN inhibitor: 1.4%

What do the screens show for `COc1ccc(CCNc2cc(N3CCN(C(=O)c4ccccc4F)CC3)ccc2[N+](=O)[O-])cc1OC`?
IL1B secr inh: -2.4; HT1080NT lethal: -1.9%; ATXN2 expr inh: -19.0%; KB-3-1 tox: -25.4%; HT1080 IDH1KD tx: inconclusive; KB-V1 cytotox: inconclusive; MCF10A rerep: 11.8%; SW480 rerep: 0.4%; WRN inhibitor: 2.6%

What do the screens show for `COc1ccc(C)cc1Nc1c2c(nc3ccccc13)CCC2`?
IL1B secr inh: -82.5*; HT1080NT lethal: inconclusive; ATXN2 expr inh: inconclusive; KB-3-1 tox: 0.651µM*; HT1080 IDH1KD tx: 1.16µM*; KB-V1 cytotox: 2.91µM*; MCF10A rerep: 1.64µM*; SW480 rerep: 2.91µM*; WRN inhibitor: 13.3%

How did Cc1c(C(=O)NCc2ccco2)oc2ccccc12 do in these assays?
IL1B secr inh: 16.9; HT1080NT lethal: -5.6%; ATXN2 expr inh: 9.3%; KB-3-1 tox: 1.9%; HT1080 IDH1KD tx: -0.1%; KB-V1 cytotox: 9.4%; MCF10A rerep: -12.9%; SW480 rerep: 3.9%; WRN inhibitor: -22.3%

How did Cc1cc(C(=O)CSc2nnc(NCc3ccccc3)s2)c(C)n1C do in these assays?
IL1B secr inh: 5.9; HT1080NT lethal: 14.6µM*; ATXN2 expr inh: -13.5%; KB-3-1 tox: inconclusive; HT1080 IDH1KD tx: inconclusive; KB-V1 cytotox: inconclusive; MCF10A rerep: inconclusive; SW480 rerep: inconclusive; WRN inhibitor: 2.0%

Results for Cc1cc(Cl)ccc1OCC(=O)Nn1c(C)ccc1C ?
IL1B secr inh: 3.1; HT1080NT lethal: -4.2%; ATXN2 expr inh: -18.3%; KB-3-1 tox: -18.5%; HT1080 IDH1KD tx: -14.5%; KB-V1 cytotox: inconclusive; MCF10A rerep: 7.3%; SW480 rerep: 1.9%; WRN inhibitor: -18.9%

How did CC[C@@]1(C(=O)OC)N[C@H](CN(C)C(C)=O)[C@@H]2C(=O)N(C)C(=O)[C@@H]21 do in these assays?
IL1B secr inh: 14.6; HT1080NT lethal: 19.9%; ATXN2 expr inh: 9.2%; KB-3-1 tox: -5.5%; HT1080 IDH1KD tx: 9.0%; KB-V1 cytotox: 8.7%; MCF10A rerep: inconclusive; SW480 rerep: -9.5%; WRN inhibitor: -2.3%

Results for COc1cccc(/C=C2\SC(=S)N(NC(=O)c3ccncc3)C2=O)c1 ?
IL1B secr inh: -11.9; HT1080NT lethal: 3.1%; ATXN2 expr inh: -20.8%; KB-3-1 tox: -3.1%; HT1080 IDH1KD tx: 0.9%; KB-V1 cytotox: 0.0%; MCF10A rerep: -4.6%; SW480 rerep: -8.3%; WRN inhibitor: -17.2%

Results for Cc1ccc(C)c(N(CC(=O)NC2CCCCC2)C(=O)c2snc(C(N)=O)c2N)c1 ?
IL1B secr inh: 33.2; HT1080NT lethal: 13.5%; ATXN2 expr inh: 5.6%; KB-3-1 tox: 0.0%; HT1080 IDH1KD tx: 6.8%; KB-V1 cytotox: -3.5%; MCF10A rerep: inconclusive; SW480 rerep: 25.8%; WRN inhibitor: -3.6%

How did CC(C)c1ccccc1N=C1SCCN1C1CCS(=O)(=O)C1 (stereo unspecified) do in these assays?
IL1B secr inh: 21.7; HT1080NT lethal: 14.7%; ATXN2 expr inh: -14.3%; KB-3-1 tox: -9.3%; HT1080 IDH1KD tx: 11.8%; KB-V1 cytotox: 3.7%; MCF10A rerep: -28.0%; SW480 rerep: 9.2%; WRN inhibitor: 1.5%
